Source: PubChem BioAssay (National Center for Advancing Translational Sciences (NCATS))
Vif-A3F inh – Vif-A3F binding inhibition. Potency, µM (top dose mostly 46.1 µM), without a hit: at the top dose activity, negative = active. HeLa A3F-eYFP + Vif (tagged APOBEC3F with the HIV-1 protein that degrades it), YFP fluorescence increase. AID 602313. 390,000 compounds, 0.2% hits; further: potency means the concentration at half of the fitted maximal effect; % of control where 0% means no effect; nearly all actives have a fitted effect of over 65% in size
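Fluorescence increase (Ex 488/Em 500-530) after overnight compound treatment at 37 deg C flags inhibition of Vif-driven A3F-eYFP loss in stable HeLa A3F-eYFP/Vif cells seeded overnight beforehand.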
ALOX12 inh – blocks human arachidonate 12S-lipoxygenase | P18054 | purified 12hLO, xylenol orange hydroperoxide absorbance | Potency, µM (highest dose often 108 µM), for the others: at the top dose activity change, negative = inhibition, hits mostly inhibitors | 580,000 compounds, 1.1% hits | AID 1671190; further: potency means the concentration at half of the fitted maximal effect; on the % scale 0 is the no-effect control and ±100 the full control effect
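Hydroperoxide product was detected by ferrous iron/xylenol orange as the 573 to 405 nm absorbance ratio. Arachidonic acid at 40 uM (final) was turned over for 30 min at room temperature by 150 nM human 12hLO, pH 7.0 Hepes buffer, after 15 min compound preincubation.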
LDHA inh – LDHA (human) enzyme inhibition | P00338 | purified LDHA, NADH/diaphorase-resazurin fluorescence; stronger effect = lower value | activity change, % (values are at about 110 or 230 µM) | 480,000 compounds, 0.15% hits; in the data active means activity change below about -30%; inconclusive means mostly about -25% to -30%;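 further: plate controls were DMSO wells for no effect and wells without enzyme for full effect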
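Human LDH5 at 2 nM final in Tris HCl pH 7.4 with 0.06 mM NADH and 0.2 mM pyruvate, reacted 5 minutes at room temperature. Remaining NADH coupled via diaphorase/resazurin; resorufin fluorescence read at 0 and 20 minutes, normalized to enzyme-free and DMSO wells.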
RGS4 inh – inhibitors of human regulator of G protein signaling 4; P49798; Transcreener GDP fluorescence polarization, RGS4-accelerated GTP hydrolysis; Potency, µM (series often up to 114 µM), inactives show top-dose activity change, negative = inhibition, usual class: inhibitors; 390,000 compounds, 0.039% hits; further: potency means the concentration at half of the fitted maximal effect; on the % scale 0 is the no-effect control and ±100 the full control effect; nearly all actives have a fitted effect of over 75% in size; some results filed as inactive show a strong effect at the top dose
Target sequence (P49798 whole entry, looked up): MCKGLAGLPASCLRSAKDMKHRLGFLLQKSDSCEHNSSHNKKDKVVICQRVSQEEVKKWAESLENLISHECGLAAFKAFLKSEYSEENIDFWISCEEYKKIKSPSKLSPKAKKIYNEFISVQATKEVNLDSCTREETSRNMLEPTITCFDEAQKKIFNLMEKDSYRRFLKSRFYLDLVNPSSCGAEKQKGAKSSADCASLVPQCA
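MLSMR compounds (23 nl, pin-transferred) preincubated 10 min at room temperature with a 500nM (2x) first reagent, then RGS4 at 900nM (2x) plus Transcreener GDP mix added; fluorescence polarization (620/688 nm) read before and after 90 min at 30 °C.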
D2 antag – antagonists of human D2 dopamine receptor | P14416 | HEK293 TREx D2 cells, calcium flux, dopamine EC80 | inhibition, % at 10 µM | 340,000 compounds, 2% hits; in the data active means inhibition above about 30%; further: 0% is about no effect
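Read-out: kinetic calcium fluorescence (1 cycle/s) in inducible HEK293 T-REx D2 cells after an EC80 dopamine addition that followed 180 s compound preincubation. Loss of the dopamine response indicates antagonism.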
GRP78 ERSR act – inducers of ER stress response in human glioma cells; U87-MG GRP78 promoter luciferase reporter, 16 h; 420,000 compounds, 0.02% hits; Potency, µM, without a hit: top-dose activation, usual class: activators; further: potency means the concentration at half of the fitted maximal effect; series mostly up to about 76 µM; % of control where 0% means no effect; nearly all actives have a fitted effect of over 35% in size
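Stably transfected U87-MG glioma cells carrying a GRP78-based luciferase sensor; 16 h compound incubation. Luminescence end-point read 10 min after Bright-Glo addition at room temperature.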
ERG Ets-DNA blk – blocks human ERG Ets domain binding to DNA; fluorescence polarization, His-ERG Ets domain / labelled DNA; Potency, µM (titrated, usually from 76.9 µM), for inactives: at the highest dose FP activity, negative = inhibition, hits mostly inhibitors; 370,000 compounds, 0.028% hits; AID 624246; active means well fitted inhibition curve with a large enough effect in the polarisation, with a control signal flat; inconclusive means small, poorly fitted or top-dose-only effect, or effect the other way, or a change in a side signal; inactive means no such curve, though single readings can be large or run the other way; the % refers to the polarisation;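 further: polarization taken with two DNA probes labelled with fluorescein and Texas red; potency means the concentration at half of the fitted maximal effect; % of control where 0% means no effect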
Target sequence (P11308 whole entry, looked up, the tested form may be a part): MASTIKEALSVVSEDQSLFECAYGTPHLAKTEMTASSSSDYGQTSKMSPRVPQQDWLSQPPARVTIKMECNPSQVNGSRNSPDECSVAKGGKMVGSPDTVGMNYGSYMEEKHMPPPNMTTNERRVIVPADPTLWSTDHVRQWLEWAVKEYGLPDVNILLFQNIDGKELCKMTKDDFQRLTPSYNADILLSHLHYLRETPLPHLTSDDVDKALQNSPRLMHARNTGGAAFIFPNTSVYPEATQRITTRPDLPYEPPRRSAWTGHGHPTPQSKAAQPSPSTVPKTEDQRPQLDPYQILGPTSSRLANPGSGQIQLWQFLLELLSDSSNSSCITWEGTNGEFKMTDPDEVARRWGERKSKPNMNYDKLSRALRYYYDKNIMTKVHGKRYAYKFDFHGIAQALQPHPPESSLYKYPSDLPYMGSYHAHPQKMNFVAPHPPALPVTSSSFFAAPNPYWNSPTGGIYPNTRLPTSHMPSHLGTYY
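His-tagged ERG Ets domain (1 uM in the protein solution; 300mM KCl, 50mM Tris-HCl, 1mM EDTA, 1mM DTT, pH 7.5) received compound, then a probe mix of 5 nM fluorescein-DNA and 100nM Texas-615-DNA. Fluorescence polarization was read for both dyes.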
D2 agonist – D2 dopamine receptor (human) agonism; P14416; 340,000 compounds, 0.53% hits; activation, % at 2 µM; HEK293 T-REx D2 cells, calcium flux agonist mode; AID 485358;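 active means activation over 3 SD above normal in the single-dose calcium agonist read, cut at about 30% in these data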; further: 0% is about no effect
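Agonism is scored from calcium flux in a force-coupled, inducible HEK293 cell line expressing D2, read kinetically for 180 s after compound addition against dopamine controls.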
Vif-A3G inh – inhibitors of Vif-APOBEC3G interaction | Q9HC16 | HeLa A3G-eYFP + Vif (tagged APOBEC3G with the HIV-1 protein that degrades it), YFP fluorescence, overnight | Potency, µM (titrated, usually from 46.1 µM), for inactives: at the highest dose activity, negative = active, hits mostly inhibitors | 410,000 compounds, 0.076% hits | AID 602310;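 further: potency means the concentration at half of the fitted maximal effect; on the % scale 0 is the no-effect control and ±100 the full control effect; nearly all actives have a fitted effect of over 60% in size; hits raise eYFP signal because A3G escapes Vif-driven loss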
Target sequence (Q9HC16 whole entry, looked up): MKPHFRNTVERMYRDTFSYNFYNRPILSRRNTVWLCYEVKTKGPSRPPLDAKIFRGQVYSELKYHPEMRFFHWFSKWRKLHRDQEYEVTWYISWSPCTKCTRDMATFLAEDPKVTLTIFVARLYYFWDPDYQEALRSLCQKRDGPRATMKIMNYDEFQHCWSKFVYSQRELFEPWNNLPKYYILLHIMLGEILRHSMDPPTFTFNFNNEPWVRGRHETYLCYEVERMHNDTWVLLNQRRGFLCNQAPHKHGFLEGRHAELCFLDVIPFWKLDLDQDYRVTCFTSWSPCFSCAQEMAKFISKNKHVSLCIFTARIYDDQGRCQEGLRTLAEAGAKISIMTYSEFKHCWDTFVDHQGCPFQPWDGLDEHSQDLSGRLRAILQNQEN
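Read-out is eYFP fluorescence (Ex 488/Em 500-530) from Vif-expressing HeLa A3G-eYFP cells; more signal means A3G escaped Vif-mediated degradation. Cells plated overnight, compound pinned in, incubated overnight at 37 deg C.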
* marks the source's active call; other numbers are inactive results; ? = inconclusive; / = no result given; & = joins results of further samples; [ ] = remark or other dose. Unless noted, the call rests on the fitted dose curve; in most records, active means well fitted curve in the direction sought with a large enough effect; inconclusive means small, poorly fitted or top-dose-only effect, or another doubt; inactive means no such curve, though single readings can be large; an effect the other way counts as inactive or inconclusive. Not all compounds are listed; count on the stated rates, not on these rows.

SMILES	Vif-A3F inh	ALOX12 inh	LDHA inh	RGS4 inh	D2 antag	GRP78 ERSR act	ERG Ets-DNA blk	D2 agonist	Vif-A3G inh
Cc1cccc(CN2C3=NCCCN3c3ccccc32)c1	1.4%	0.0%	-5.0	-8.1%	13.3	-4.4%	-2.4%	-2.0	0.0%
Cc1ccccc1-n1cc(C(=O)c2cc(Cl)ccc2O)cc(C#N)c1=O	-9.3%	?	3.3	-0.4%	-4.2	0.1%	3.6%	1.5	-10.4%
O=C(NCc1ccccc1)c1ccc2oc(=O)n(Cc3ccccc3)c2c1	-7.2%	-21.1%	-3.9	-3.2%	/	0.2%	-1.1%	0.8	7.1%
Cc1ccc(C)c(OCc2cc(C(=O)N3CC[C@H](O)C3)no2)c1	-6.6%	-9.0%	-0.9	9.0%	20.6	1.2%	0.8%	-0.6	0.6%
NC(=O)C1CCN(CC(=O)Nc2cc(S(=O)(=O)N3CCOCC3)ccc2N2CCCC2)CC1	2.7%	1.4%	-6.5	0.2%	0.2	-3.4%	6.0%	0.4	2.4%
COc1cccc(NC(=O)CN(C)C(=O)CSc2ccc3c(c2)OCCO3)c1	0.0%	0.0%	-1.5	-12.2%	-18.1	1.1%	12.4%	0.3	-0.6%
CCN(C(=O)COC(=O)/C=C/c1ccc(Cl)c(Cl)c1)c1c(N)n(Cc2ccccc2)c(=O)[nH]c1=O	3.5%	-17.1%	-3.8	20.8%	/	-3.4%	-7.0%	/	-0.3%
CCOc1ccc(OCC)c(NC(=O)CSc2nnc(C3CC3)n2CC)c1	1.3%	3.4%	-5.7	9.7%	23.9	-5.3%	-1.1%	-0.1	0.9%
O=c1c(F)cn(C2CCCO2)c(=O)n1Cc1ccccc1F (centres undefined)	2.4%	-0.7%	-8.9	-16.6%	/	-2.1%	/	/	-4.6%
CNc1cncc(-c2cc(C)c(O)c(C)c2)n1	/	?	7.2	/	/	0.2%	/	/	?
NC(=O)C1CCN(C(=S)c2cccs2)CC1	2.0%	-11.1%	-4.6	10.7%	/	-3.2%	-8.3%	/	3.2%
CCOC(=O)C1CCCn2c1nc1sc3c(c1c2=O)CCCC3 (centres undefined)	-11.0%	1.7%	5.1	-14.3%	-4.5	4.6%	-0.3%	-1.2	-0.3%
CC(C)C(CC(=O)NCc1ccco1)c1ccco1 (centres undefined)	4.8%	9.0%	-3.9	-42.6%	-9.4	-6.1%	-8.2%	0.9	-0.2%
Cc1ccc(Nc2ncnc3c2cnn3-c2ccc(C)cc2)cc1	0.0%	?	-1.3	9.8%	/	3.8%	7.8%	-0.7	2.9%
Cc1cc(C)n(-c2nc3ccccc3[nH]c2=O)n1	4.4%	0.0%	-2.7	5.5%[11.4 µM]	-7.5	-1.7%	0.1%	0.1	-1.0%
Cc1cccc(C(=O)Nc2ccc3oc(-c4ccncc4)nc3c2)c1	0.4%	-18.7%	-11.5	?	/	-2.8%	0.1%	-1.0	6.4%
CSc1ccc(CN(C)C(=O)CNC(=O)c2sc3ccccc3c2Cl)cc1	-1.2%	0.0%	-7.6	-21.8%	11.2	0.8%	-4.1%	3.4	-3.5%
COc1ccccc1N(CC(=O)NC1CCCCC1)S(C)(=O)=O	1.1%	16.9%	-15.6	11.8%	-8.1	-2.5%	/	-0.6	0.0%
CCOC(=O)CNC(=S)N(Cc1ccccc1)Cc1cccnc1	7.8%	-3.1%	-9.4	-6.7%	1.5	0.9%	0.2%	0.8	0.9%
Cc1ccc(C(=O)O)cc1NC(=O)Nc1cccc2ccccc12	-11.5%	-7.7%	-0.2	-14.6%	-24.1	-2.7%	5.6%	0.5	-1.2%
Cc1ccc(OCc2cc(C(=O)N3CCN(C4CCCCC4)CC3)no2)cc1C	1.4%	11.6%	-19.6	15.6%	-13.8	?	1.0%	0.0	-0.3%
C/C(=N\NC(=O)COc1ccc([N+](=O)[O-])cc1)C(C)(C)C	1.2%	8.0%	-0.5	3.7%	/	-3.8%	-0.8%	/	1.6%
COc1ccc(NC(=O)C2CCCN2c2nn3c(=O)cc(C)nc3s2)cc1 (centres undefined)	0.3%	1.1%	3.2	1.1%	-2.0	4.1%	0.8%	-0.6	2.7%
O=C(c1ccc(S(=O)(=O)N2CCOCC2)cc1)N1CCN=C1SCc1cccnc1	0.8%	-20.2%	-0.9	32.0%	-6.5	-7.5%	-7.8%	0.5	0.4%
CSc1ccccc1C(=O)Nc1ccccc1C	1.8%	-5.5%	-9.6	-44.5%	2.0	-6.3%	5.3%	1.4	-0.3%
CCOc1ccc(S(=O)(=O)N(CC(=O)NN=C2CCN(C)CC2)c2ccc(C)cc2)cc1	-18.7%	-1.8%	-6.7	7.8%	17.6	-2.7%	6.6%	0.3	-7.9%
COc1ccccc1C(C)Nc1ccc(S(=O)(=O)N2CCN(C)CC2)cc1[N+](=O)[O-] (centres undefined)	6.5%	-22.9%	-0.3	-10.2%	-4.7	-3.0%	-1.1%	0.4	0.5%
CCC(C)N(C)C(=O)c1cc2ccccc2c(-c2ccccc2Cl)n1 (centres undefined)	-5.7%	?	-10.1	?	-13.8	-4.4%&-3.9%&0.9%	-11.1%	3.7	-1.9%
CC1CCN(C(=O)CCC(=O)Nc2nnc(C3CCCCC3)s2)CC1	-1.2%	-4.9%	-5.2	19.3%	-17.1	11.6%	5.1%	0.7	2.3%
Cc1ccc(C2CC(c3cccc(NS(C)(=O)=O)c3)=NN2S(C)(=O)=O)cc1 (centres undefined)	-7.7%	-12.0%	1.3	-7.0%	-0.9	-2.9%	-10.9%	-0.4	-20.2%
COc1ccccc1CCC(=O)OCC(=O)N1c2ccccc2NC(=O)C1(C)C	-1.7%	-11.2%	-1.0	11.2%	-15.3	-3.1%	1.4%	0.2	-1.2%
CCCCN(C)c1c(C)nc2ccc(C(=O)Nc3cc(-c4ccccc4)ccc3OC)cn12	/	?	-5.2	/	/	-8.3%	/	/	-14.8%
OC(c1cccc(Cl)c1)c1nc(-c2ccc3c(c2)OCO3)cs1 (centres undefined)	/	?	-7.0	/	/	0.0%	/	/	-3.5%
CC1CCCCN1C(=O)Cn1cc(C=O)c2ccccc21 (centres undefined)	-12.5%	18.5%	-2.3	-25.0%	3.3	-2.3%	-0.2%	0.8	-0.1%
CC(=O)C1=C(C)NC(=O)NC1c1cccs1 (centres undefined)	0.7%	-3.4%	-7.7	34.1%	-14.1	-4.0%	/	12.4	-3.7%
CC1(C)C2CC=C(/C=N/NC(=S)NCCc3ccccc3)C1C2 (centres undefined)	?	44.7µM*	-2.8	-15.7%	-15.0	-6.3%	10.3%	-1.1	1.6%
O=C(Nc1ccc(F)cc1)c1ccc(CN2CC(=O)N3CCCCC3C2=O)cc1 (centres undefined)	-9.7%	-29.2%	-7.5	12.4%	/	-0.3%	5.1%	0.3	0.2%
COc1cc2[nH]c(=O)n(CCCCCC(=O)NC3CCCC3)c(=O)c2cc1OC	4.5%	-17.9%	4.8	-19.1%	7.1	-1.8%	-10.4%	-0.5	-2.6%
COc1ccc(NCc2cc3ccccc3[nH]c2=O)cc1	-0.2%	0.0%	11.8	-1.8%	8.9	1.9%	4.4%	0.4	0.5%
Cc1ccccc1Nc1cc2ccccc2c(=O)[nH]1	-5.7%	/	40.1&20.8	?	-0.3	-8.4%	12.4%	1.4	-32.8%
Cn1cccc1CN1CCC[C@]2(N[C@H](c3ccccc3)[C@@H]3C(=O)N(Cc4ccccc4)C(=O)[C@@H]32)C1=O	1.9%	10µM*	2.2	/	/	-3.9%	/	/	1.2%
CCCC(C(=O)NCc1ccco1)N(C(=O)CNS(=O)(=O)c1ccccc1)c1ccc(OC)cc1 (centres undefined)	-6.9%	0.0%	-2.0	-18.1%	-0.2	-1.0%	0.5%	-0.4	4.4%
NNC(=O)c1sccc1OCc1ccc(F)cc1	-1.0%	10.8%	-1.4	-29.1%	10.4	3.3%	-3.6%	0.2	-0.6%
COCCn1c(CN2CCc3ccccc3C2)nc2c1c(=O)n(C)c(=O)n2C	0.8%	5.9%	-4.8	10.3%	-1.1	-4.8%	1.7%	0.6	0.4%
O=C(COc1ccc(S(=O)(=O)N2CCOCC2)cc1)NCC1CCCO1 (centres undefined)	1.4%	78.4%[activator]	-0.8	-12.0%	1.0	-7.5%	0.8%	0.8	1.0%
CCOc1cc(-c2nc(-c3ccc(Br)cc3)no2)cc(OCC)c1OCC	0.4%	-2.7%	-8.1	11.3%	/	-2.4%	2.1%	-2.1	1.8%
CCC(C(=O)OC)n1c(-c2ccccc2)nc2ccccc2c1=O (centres undefined)	0.9%	1.4%	-2.7	35.7%	12.8	-3.4%	-6.3%	0.3	-10.1%
O=C(O)C1CC(=O)N(Cc2ccc(F)cc2)C1 (centres undefined)	-2.5%	0.5%	-8.6	0.2%[11.4 µM]	14.4	-5.8%	3.3%	-0.2	-0.2%
Cc1nc2c(=O)n(-c3ccc(F)cc3F)nc(C)c2s1	1.8%	?	-2.0	-7.0%	19.1	-0.2%	7.4%	-0.7	-0.5%
O=C(O)CSc1ncnc2sc3c(c12)CCCC3	-0.1%	-16.3%	-4.0	27.1%	-21.8	-1.9%	13.2%	0.5	2.0%
